# CXCR6 inh: inhibitors of human CXCR6 receptor | 360,000 compounds, 0.36% hits | AID 602244 | O00574 | inhibition, % at 20 µM | CHO-K1 PathHunter CXCR6 beta-arrestin, luminescence; in the data active = inhibition above about 34%, passing the limit was not always enough;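 note: antagonist mode with CXCL16 agonist at 10 nM final; 0% = 10 nM CXCL16 with DMSO and 100% = unstimulated wells without agonist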
# XBP1 UPR activ: adaptive UPR (XBP1) activation | CHO-XBP1 luciferase reporter, IRE1-XBP1 UPR activation, luminescence; percent of tunicamycin response, DMSO as zero | AID 463104 | 330,000 compounds, 0.33% hits | activation, % at 20 µM;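 active = versus positive control, 20 µM dose yields 30% or more activation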;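 note: 100% = tunicamycin at 10 µg/mL and 0% = DMSO only wells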
#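 Material: CHO cell line with stable XBP1 luciferase reporter; buffer or medium: F12 medium containing 10% fetal bovine serum; compound: single point, 20 µM final compound, 1% DMSO; incubation: 6 h treatment, 37 °C; measured by: glow luminescence from Steady-Glo reagent; evaluation: activation, % of tunicamycin; control set: tunicamycin high, DMSO low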
# tim10-1 inh: growth inhibitors of tim10-1 mutant yeast; inhibition, % at 20 µM; S. cerevisiae tim10-1 ts strain growth, BacTiter-Glo, 24 h; AID 463190; 330,000 compounds, 2.2% hits;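 active = inhibition of at least 40%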;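 note: mutant grown at 25 °C; 0% = DMSO wells with yeast and 100% = wells holding no yeast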
# UPR CHOP act: apoptotic UPR (CHOP) activation. 330,000 compounds, 0.34% hits. CHO-CHOP luciferase reporter, luminescence; percent of tunicamycin response over DMSO baseline. AID 449763. activation, % at 10 µM;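 active = at 10 µM dose, activation of 40% or more, normalized to positive control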;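 note: 100% = tunicamycin at 10 µg/mL and 0% = DMSO alone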
#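 Assay system: CHO-CHOP cells, stable luciferase reporter of PERK-eIF2a-CHOP signalling / Buffer or medium: F12 plus 10% serum / Compound dosing: one dose, 10 µM in 0.5% DMSO / Times: 6 h compound treatment, 37 °C / Technique: luciferase luminescence / Read-out: % reporter activation, DMSO baseline versus tunicamycin full activation / Benchmarks: tunicamycin and DMSO controls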
# APJ ag: APJ receptor agonism. P35414. CHO-K1 APJ PathHunter beta-arrestin, luminescence; 0% DMSO wells, 100% apelin. activation, % at 20 µM. 330,000 compounds, 0.11% hits. AID 2520;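 active = activation more than six SD over the plate average, tested at 20 µM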;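 note: 0% = DMSO alone and 100% = apelin-13 at 10 nM; some results filed as inactive read as strong as hits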
#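 Test system – PathHunter CHO-K1 APJ (AGTRL-1) beta-arrestin reporter cells · Input – 1000 cells/well · Compound – single test compound dose, 20 µM final, 1% DMSO · Times – compound stimulation 90 min at 25 °C, detection 60 min · Technique – beta-gal luminescence · Read-out basis – APJ–arrestin association signal · Control set – negative DMSO alone, positive Apelin-13 at 10 nM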
# tim23-1 inh: inhibits growth of tim23-1 mutant yeast; S. cerevisiae tim23-1 growth, BacTiter-Glo luminescence, 24 h; inhibition, % at 20 µM; 330,000 compounds, 1.3% hits; AID 463212;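 active = growth inhibition of the mutant yeast at or above 50%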;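 note: temperature-sensitive mutant grown at 25 °C; plate controls were DMSO-treated mutant yeast for no effect and medium wells lacking yeast for full effect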
# TIM10 inh: inhibits growth of TIM10 yeast strain; S. cerevisiae TIM10 strain growth, BacTiter-Glo luminescence, 24 h; inhibition, % at 10 µM; 330,000 compounds, 1.4% hits;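 active = inhibition of 40% or more at the single tested concentration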;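 note: wild-type TIM10 isogenic control strain grown at permissive 25 °C; 0% = DMSO yeast wells and 100% = minimal medium wells without yeast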
# Mdm2-MdmX inh: inhibitors of human Mdm2/MdmX interaction | O15151+Q00987 | SaOS-2 split-luciferase Mdm2/MdmX complementation, luminescence | inhibition, % at 8 µM | 330,000 compounds, 3% hits | AID 485346;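 active = inhibition of at least 50% at 8 µM in the primary screen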
# Target sequence (O15151 whole entry, looked up): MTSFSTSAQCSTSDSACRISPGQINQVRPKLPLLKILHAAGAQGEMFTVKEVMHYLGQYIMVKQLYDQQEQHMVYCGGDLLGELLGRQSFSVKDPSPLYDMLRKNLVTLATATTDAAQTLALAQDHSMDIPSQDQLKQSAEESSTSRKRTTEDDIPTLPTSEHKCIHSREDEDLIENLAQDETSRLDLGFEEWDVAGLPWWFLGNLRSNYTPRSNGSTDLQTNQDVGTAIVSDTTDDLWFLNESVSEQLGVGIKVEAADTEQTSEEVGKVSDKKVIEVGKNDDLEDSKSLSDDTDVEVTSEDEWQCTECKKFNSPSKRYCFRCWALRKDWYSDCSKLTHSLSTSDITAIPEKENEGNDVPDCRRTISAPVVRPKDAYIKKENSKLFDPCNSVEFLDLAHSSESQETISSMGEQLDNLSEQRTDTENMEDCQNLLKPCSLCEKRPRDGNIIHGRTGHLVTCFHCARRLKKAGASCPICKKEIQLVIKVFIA
# Target sequence (Q00987 whole entry, looked up): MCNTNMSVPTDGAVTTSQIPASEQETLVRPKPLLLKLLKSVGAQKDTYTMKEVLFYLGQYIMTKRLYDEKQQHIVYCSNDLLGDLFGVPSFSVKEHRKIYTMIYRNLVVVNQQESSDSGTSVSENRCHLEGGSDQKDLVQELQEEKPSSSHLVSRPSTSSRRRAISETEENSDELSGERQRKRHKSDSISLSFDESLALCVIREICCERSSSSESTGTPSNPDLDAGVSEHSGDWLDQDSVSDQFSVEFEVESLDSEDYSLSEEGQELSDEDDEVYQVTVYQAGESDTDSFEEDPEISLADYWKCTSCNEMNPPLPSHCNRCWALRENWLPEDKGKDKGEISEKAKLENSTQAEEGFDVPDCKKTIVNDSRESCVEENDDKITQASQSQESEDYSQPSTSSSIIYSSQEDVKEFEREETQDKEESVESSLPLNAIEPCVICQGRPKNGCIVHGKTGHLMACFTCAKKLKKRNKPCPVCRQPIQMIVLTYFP
# APJ antagonist: blocks the human apelin receptor APJ; P35414; CHO-K1 APJ beta-arrestin complementation, luminescence; inhibition, % at 20 µM; 330,000 compounds, 0.32% hits; AID 2521;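 active = inhibition above about 40% at 20 µM, limit read from the data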;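 note: cells challenged with 10 nM apelin-13 agonist together with compound; plate controls were apelin-13 plus DMSO wells for no effect and DMSO wells lacking apelin-13 for full effect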
# * marks the source's active call; other numbers are inactive results; · = no result given. Some of the compounds tested; the hit share may differ from the screen's.
SMILES,CXCR6 inh,XBP1 UPR activ,tim10-1 inh,UPR CHOP act,APJ ag,tim23-1 inh,TIM10 inh,Mdm2-MdmX inh,APJ antagonist
COc1ccc(CNC(=O)C(=O)NCc2ccncc2)cc1,0.3,1.8,-7.5,0.0,0.2,3.4,-1.7,-3.6,-4.7
COC(=O)COc1cc2ccccc2cc1C(=O)Nc1ccccc1,6.4,2.9,15.2,1.1,0.4,11.6,20.1,-15.2,-5.9
COc1ccc(C(=O)N(Cc2ccco2)Cc2cccs2)c(O)c1,4.2,-1.0,33.4,-1.6,-8.7,28.8,31.1,14.9,18.6
O=C(Nc1cc(S(=O)(=O)N2CCOCC2)ccc1N1CCCC1)c1ccc(F)cc1,2.7,0.9,20.8,-0.2,-4.9,-1.5,7.9,6.1,23.2
CC1Cc2ccccc2N1S(=O)(=O)c1cccc(C(=O)c2nccn2C)c1 (stereo unspecified),4.4,-7.2,26.8,-1.2,0.6,22.6,5.1,5.8,-12.1
O=C(NN=C1CCCC1)c1cc(-c2ccc(F)cc2)nc2ccccc12,-4.3,1.5,17.2,-2.9,-1.8,25.5,17.0,24.8,-5.3
O=C(Nc1ccc(N2CCOCC2)cc1)c1cccc(S(=O)(=O)N2CCCCCC2)c1,-3.9,-2.8,-1.5,-1.0,0.2,9.9,2.9,1.9,-7.3
CCCCOC(=O)/C(=C\c1ccc([N+](=O)[O-])o1)NC(=O)c1ccccc1,-24.1,-4.4,40.4*,-1.0,8.2,25.5,45.3*,11.8,-4.6
COc1ccc(CNC(=O)c2noc(C(C)C)c2[N+](=O)[O-])cc1,-5.5,-2.8,7.5,-0.3,-0.8,17.8,-0.3,20.9,8.4
COc1cccc(/C=C/C(=O)NCc2cn3cc(Cl)ccc3n2)c1OC,-7.0,-0.3,12.8,1.0,-4.2,16.8,-12.1,-16.8,14.4
CCOC(=O)[C@H]1[C@H]2COc3ccc(Br)cc3[C@@H]2N2C(=O)CN(Cc3ccc(C)cc3)C(=O)[C@@]12C,7.7,-3.0,9.9,1.9,-3.2,33.8,12.4,11.3,2.8
Cc1nn(Cc2ccccc2)c(Cl)c1/C=N/NC(=O)CNc1cccc(C(F)(F)F)c1,-9.7,1.9,-4.0,-1.9,3.1,-9.9,-12.4,36.5,-15.4
CC1Cc2ccccc2N1C(=O)CN1CCC(n2nnc3cc(C(F)(F)F)ccc32)CC1 (stereo unspecified),-0.2,-9.1,41.3*,1.6,-2.6,50.1*,29.4,5.6,11.7
O=c1ccc2cc3ccoc3cc2o1,1.6,-0.3,14.5,-1.3,-2.3,0.2,4.2,-2.3,17.7
CC(C)NCCCOc1ccc(C(C)(C)c2ccccc2)cc1,-1.1,-3.0,6.6,-0.3,0.4,26.3,-6.6,12.6,-9.3
COc1ccccc1NC(=O)O/N=C(\N)c1ccccc1,-15.5,0.0,-5.4,0.4,7.6,9.8,12.9,8.4,-71.9
COc1ccc(N2CCN(C(CNC(=O)CC(C)(C)C)c3ccc4c(c3)OCO4)CC2)cc1 (stereo unspecified),6.7,-1.3,-0.1,-2.4,-6.3,0.6,-6.9,26.4,26.2
Cc1ccccc1NC(=O)Nc1cc(-c2ccccc2)nn1C,-1.4,-3.9,4.8,1.1,2.9,-1.3,0.8,1.8,3.1
CCCCS(=O)(=O)C1CCS(=O)(=O)C1 (stereo unspecified),6.7,-1.9,3.7,0.5,-3.2,2.6,-10.5,16.0,13.1
N#CCCn1nc(-c2ccc([N+](=O)[O-])cc2)cc1Nc1ccccc1NC(=O)C(F)(F)F,-9.3,-0.8,12.6,0.5,-3.8,3.0,4.8,11.2,-6.3
CN(CC(=O)Nc1cccc(F)c1)C(=O)c1ccc(OCC2CCCO2)cc1 (stereo unspecified),5.4,-5.2,2.0,0.2,2.1,4.7,3.9,9.9,-10.4
CCOc1cc(C(=O)OCC(=O)Nc2cccc(S(=O)(=O)NC3=NCCCCC3)c2)cc(OCC)c1OCC,1.7,-2.6,3.4,-0.3,-2.8,5.2,1.5,11.4,-4.1
O=C(CN(c1cccc(Cl)c1)S(=O)(=O)c1ccccc1)NN=C1CCCC1,4.6,-1.9,22.0,0.6,-5.3,19.3,11.9,-14.0,-2.7
CCN(CC)C(=O)[C@H]1C[C@H](CC(=O)NCC23CC4CC(CC(C4)C2)C3)C(=O)N2CCc3c([nH]c4ccc(Cl)cc34)[C@]12C,-5.7,11.1,20.8,3.8,·,39.6,11.8,47.8,·
CCC(=O)N(Cc1cc(=O)[nH]c2ccccc12)C1CCCCC1,-10.5,2.2,10.1,0.3,6.3,6.5,8.4,-26.3,5.7
# Next section.
SMILES,CXCR6 inh,XBP1 UPR activ,tim10-1 inh,UPR CHOP act,APJ ag,tim23-1 inh,TIM10 inh,Mdm2-MdmX inh,APJ antagonist
COc1cc2c(cc1NC(=O)CSCC(=O)O)oc1ccccc12,0.5,-1.5,5.5,-0.8,1.6,17.1,15.2,-28.7,19.8
Cc1cc(C)c2cc(C(=O)N3CCC(Cc4ccccc4)CC3)[nH]c2c1,3.5,-2.5,14.3,-0.2,-2.2,26.5,13.5,21.2,-15.8
CC(C)(C)C(=O)N1CCN(c2nc3ccc(Cl)cc3s2)CC1,-15.9,5.0,14.8,5.9,-0.8,21.3,28.8,-54.9,13.1
Cn1c(=O)c(C(=O)NNC(=O)c2ccccc2Cl)c(O)c2ccccc21,-11.9,-1.6,19.2,-0.1,1.7,42.9,34.8,30.0,22.1
CCCC1(C(=O)OC)NC(c2ccco2)C2C(=O)N(C)C(=O)C21 (stereo unspecified),0.7,-1.0,-10.9,-0.1,-1.2,11.2,-12.5,-4.0,-6.6
COc1cc(OC)cc(OCC(O)Cn2ccnc2C)c1 (stereo unspecified),-1.5,-1.5,9.7,-1.3,-3.4,7.0,-7.9,3.7,4.9
CC1CCc2sc(C(=O)N3CCC(C(N)=O)CC3)cc2C1 (stereo unspecified),1.9,4.1,-2.0,8.0,-2.1,7.4,2.3,-19.7,5.9
CCN(C(=O)c1cccc(S(=O)(=O)N2CCc3ccccc32)c1)C1CCS(=O)(=O)C1 (stereo unspecified),4.0,-0.9,10.5,-0.9,-5.0,2.9,13.5,-3.8,-1.6
CCOc1ccc(C(=O)NCC(=O)Nc2cc(C)ccn2)cc1OCC,1.3,0.1,7.4,4.8,-1.1,14.3,3.6,-28.8,-7.2
CCOc1ccc(CNc2nc3ccccc3n2CCN2CCOCC2)cc1,5.5,-2.6,6.2,-2.7,-4.1,7.4,7.0,5.8,14.7
CCOc1ccc(N2C(=O)CC(SC(=NC)Nc3cccc(F)c3)C2=O)cc1 (stereo unspecified),-3.5,-3.2,-2.5,-1.2,1.1,-17.3,-10.4,0.7,-33.5
COc1ccc(CCNC(=O)COC(=O)c2sc(C)nc2C)cc1,9.3,1.0,5.6,-0.5,-3.7,10.0,8.1,26.2,-9.4
Cc1ccc(/C(N)=N/OC(=O)c2ccc(C)cc2Cl)cc1,-4.2,-5.6,23.4,1.3,3.4,80.2*,82.2*,74.5*,-36.2
O=C(O)c1ccc(NS(=O)(=O)c2ccc(N3C(=O)CCC3=O)cc2)cc1,4.1,-5.3,0.7,3.9,-3.2,-0.3,-12.9,25.1,-15.0
COc1ccc(C2C(C(C)=O)=C(O)C(=O)N2c2ccc(Br)cc2)cc1 (stereo unspecified),7.5,-5.3,10.5,2.0,-1.8,6.3,-0.6,2.3,0.4
O=C(NCC1CCCO1)c1cc2c([nH]c3ccccc32)c(-c2cccc(Cl)c2)n1 (stereo unspecified),2.8,12.1,26.9,8.2,3.4,39.1,17.6,87.0*,-8.5
COCCOC(=O)c1c(C)oc2ccc(OC(=O)c3cccs3)cc12,-1.2,0.4,16.8,2.7,-0.6,25.4,10.1,-13.6,-0.1
CN(C)CCCOC(=O)C1c2ccccc2Oc2ccccc21,-6.2,-1.0,-70.3,3.1,-2.4,-1.1,-157.1,21.5,8.2
C=CCn1c(CCCOc2ccc(Cl)cc2Cl)nnc1SCC(=O)Nc1nccs1,-1.3,3.1,13.0,-1.1,-0.1,3.1,11.1,10.4,-1.9
NC(=O)C1CCN(C(=S)NC2CC3C=CC2C3)CC1 (stereo unspecified),-2.6,-0.7,-16.2,-0.1,0.1,15.0,-6.0,-3.2,-22.1
CCCn1nnc(NC(=O)c2cccc(OCC)c2)n1,2.1,-0.4,1.4,1.2,1.6,-7.3,-12.2,16.1,10.5
COc1cc(C=C2C(=O)OC(c3ccccc3)OC2=O)cc(Br)c1O (stereo unspecified),5.2,-0.8,-5.2,-0.8,0.1,7.4,-14.9,6.1,5.4
CCCN1CCN(C(=S)Nc2ccc(SC(F)F)cc2)CC1,-8.7,0.4,4.2,0.4,-2.9,13.0,-8.7,9.5,5.4
CSCCC(NC(N)=O)C(=O)N(C)CC(=O)Nc1ccc(C)cc1 (stereo unspecified),-3.1,-1.9,-8.8,-1.7,-0.5,-6.1,-7.1,12.5,1.8
Cc1c2cnn(CC(=O)NCCN3CCOCC3)c(=O)c2c(C)n1Cc1ccc(F)cc1,2.0,-2.5,3.0,-1.3,-4.6,8.4,4.7,27.9,8.4
# More records.
SMILES,CXCR6 inh,XBP1 UPR activ,tim10-1 inh,UPR CHOP act,APJ ag,tim23-1 inh,TIM10 inh,Mdm2-MdmX inh,APJ antagonist
Cc1ccc(-n2nc3c(c2NC(=O)CC(C)C)CS(=O)(=O)C3)cc1,7.4,-1.6,10.9,0.2,5.1,-8.3,-0.2,-0.8,-35.8
COc1ccc(C/C(=N\OC(C)=O)c2ccc(OC)cc2)cc1,-8.8,1.9,45.7*,2.3,-4.8,25.8,7.1,2.2,-24.5
CCN(CC(=O)NCc1ccc(F)cc1)C(=O)COc1ccc(C)c(C)c1,-1.9,-1.2,11.1,5.6,3.3,9.9,9.6,7.4,-15.5
COc1ccc(N2CCN(c3n[nH]c(N)n3)CC2)cc1,5.4,-3.5,-1.8,0.3,-4.5,-5.4,0.3,9.0,15.8
CCCCOc1ccc(C(=O)NCCCC(=O)N2CCCCC2)cc1,-2.7,0.6,17.5,0.3,-0.8,16.0,-9.7,2.5,-17.8
O=C(CSc1nnc(COc2ccc(Cl)cc2)o1)NC1CCCCC1,-9.9,0.1,-1.6,6.9,-4.9,11.4,-7.3,40.7,15.9
COc1ccc(S(=O)(=O)Nc2nnc(C(C)C)s2)cc1,-14.9,1.9,5.1,1.1,-7.0,9.8,5.8,-9.8,-4.8
O=C(/C(=N/N=C/c1ccc(O)c(O)c1O)c1ccccc1)c1ccccc1,18.1,0.3,12.7,0.0,1.8,44.7,44.6*,20.4,-8.9
